From PubChem BioAssay
BioA inh – inhibitors of Mycobacterium tuberculosis BioA enzyme. purified M. tuberculosis BioA enzyme, plate reader. actives 0.096% (n = 360,000). inhibition, % at 9.99 µM; in the data active means inhibition above about 40%
The depositor's hits bear a star. Some of the compounds tested; the hit share may differ from the screen's.

Results for C[C@@H]1CCCCO[C@@H](CN(C)C(=O)CCCN(C)C)[C@@H](C)CN([C@H](C)CO)C(=O)c2cc(NC(=O)Nc3ccc(C(F)(F)F)cc3)ccc2O1 ?
BioA inh: 1.1

Results for Cc1noc(C)c1NC(=O)Nc1ccc2c(c1)C(=O)N([C@@H](C)CO)C[C@H](C)[C@@H](CN(C)S(=O)(=O)c1cn(C)cn1)OCCCC[C@@H](C)O2 ?
BioA inh: 0.9

What do the screens show for `COCC#Cc1ccc2c(c1)O[C@H](CN(C)C(=O)NC(C)C)[C@H](C)CN([C@H](C)CO)S2(=O)=O`?
BioA inh: -0.9

How did O=C(C[C@H]1C=C[C@H](NC(=O)Nc2ccc3c(c2)OCO3)[C@H](CO)O1)NCc1ccc(Cl)cc1 do in these assays?
BioA inh: 1.1

How did COc1ccc(S(=O)(=O)Nc2ccc3c(c2)CC(=O)N([C@H](C)CO)C[C@@H](C)[C@H](CN(C)C(=O)Nc2c(C)noc2C)O3)cc1 do in these assays?
BioA inh: 1.2

Results for CCNC(=O)C[C@H]1CC[C@@H]2[C@H](COc3ccc(NS(C)(=O)=O)cc3C(=O)N2C)O1 ?
BioA inh: -0.2

Results for O=C(C[C@@H]1CC[C@H](NC(=O)C2CC2)[C@@H](CO)O1)Nc1nccs1 ?
BioA inh: -1.6

Results for COc1ccc(C#Cc2ccc([C@H]3[C@H](CO)N4CCCCN(C(=O)Nc5ccccc5F)C[C@@H]34)cc2)cc1 ?
BioA inh: -3.7

How did CC(C)(O)C#Cc1ccc([C@@H]2[C@H](CO)N3CCCCN(C(=O)c4ccncc4)C[C@@H]23)cc1 do in these assays?
BioA inh: 10

How did Cc1ccc(S(=O)(=O)Nc2ccc3c(c2)C(=O)N([C@H](C)CO)C[C@H](C)[C@H](CN(C)S(=O)(=O)c2c(C)noc2C)O3)cc1 do in these assays?
BioA inh: 0.6

Results for CN1C(=O)c2cc(NS(C)(=O)=O)ccc2OC[C@H]2O[C@H](CC(=O)NCc3ccccc3)CC[C@@H]21 ?
BioA inh: -1.7

What do the screens show for `C=CCOC(=O)[C@H]1[C@@H]2C(=O)O[C@@H](c3ccccc3)[C@@H](c3ccccc3)N2[C@@H](c2ccc(OCCOC(=O)[C@@H]3C[C@@H]4C(=O)N[C@@H](Cc5ccccc5)C(=O)N4[C@@H]3c3ccc(O)cc3)cc2)[C@]12C(=O)Nc1ccc(I)cc12`?
BioA inh: -1.3

What do the screens show for `O=C(C[C@H]1C=C[C@H](NS(=O)(=O)c2ccc(F)cc2)[C@@H](CO)O1)NC1CCC1`?
BioA inh: -1.4

Results for N#C[C@@H]1[C@@H](c2ccc(C#CC3CCCCC3)cc2)[C@H](CO)N1S(=O)(=O)c1ccccc1 ?
BioA inh: -1.9

What do the screens show for `Cc1ccccc1-c1ccc([C@@H]2[C@@H](CO)N3CCCCN(C(=O)c4cccnc4)C[C@H]23)cc1`?
BioA inh: -3.4

Results for O=C(C[C@@H]1CC[C@H]2[C@@H](COC[C@@H](O)CN2Cc2nccs2)O1)NCc1ccc(Cl)cc1 ?
BioA inh: -1.5

What do the screens show for `O=C(C[C@H]1C[C@H]2c3cc(NC(=O)c4ccc5c(c4)OCO5)ccc3O[C@H]2[C@H](CO)O1)NC1CCCC1`?
BioA inh: 0.4

Results for C[C@@H]1CN([C@H](C)CO)C(=O)c2cc(C#CCc3ccccc3)cnc2O[C@H]1CN(C)C(=O)C1CCC1 ?
BioA inh: 4.6

What do the screens show for `C[C@H]1CN([C@@H](C)CO)C(=O)c2cc(NC(=O)Nc3ccc(C(F)(F)F)cc3)ccc2O[C@H]1CN(C)C(=O)Nc1ccc(F)cc1`?
BioA inh: 1.1

What do the screens show for `CCCNC(=O)C[C@H]1CC[C@H]2[C@@H](COC[C@@H](O)CN2C(=O)Nc2cccc(Cl)c2)O1`?
BioA inh: 1.0

Results for C[C@@H]1CN([C@@H](C)CO)C(=O)c2cc(NC(=O)Nc3ccccc3)ccc2O[C@@H](C)CCCCO[C@H]1CN(C)C(=O)C1CCCCC1 ?
BioA inh: -0.2

Results for CN(C)C(=O)C[C@H]1CC[C@H]2[C@@H](COC[C@@H](O)CN2Cc2ccc(C(F)(F)F)cc2)O1 ?
BioA inh: 3.0

Results for COc1cccc(NC(=O)N(C)C[C@H]2Oc3cc(-c4ccccc4F)ccc3S(=O)(=O)N([C@@H](C)CO)C[C@@H]2C)c1 ?
BioA inh: -0.8

Results for C[C@@H]1CN([C@@H](C)CO)C(=O)c2cccc(NC(=O)C3CC3)c2O[C@@H]1CN(C)S(=O)(=O)c1ccc(Cl)cc1 ?
BioA inh: -3.7

How did COc1cccc(NC(=O)C[C@H]2CC[C@H]3[C@H](COc4ccc(NC(=O)C5CCOCC5)cc4C(=O)N3C)O2)c1 do in these assays?
BioA inh: -7.2

How did CCCC#Cc1ccc2c(c1)O[C@@H](CN(C)S(C)(=O)=O)[C@@H](C)CN([C@H](C)CO)S2(=O)=O do in these assays?
BioA inh: 0.3

How did COC(=O)C[C@H]1C[C@@H]2c3cc(NC(=O)C4CCOCC4)ccc3O[C@@H]2[C@@H](CO)O1 do in these assays?
BioA inh: -0.9

Results for C[C@H](CO)N1C[C@H](C)[C@@H](CN(C)Cc2ccc(C(F)(F)F)cc2)OCCCC[C@H](C)Oc2ccc(NC(=O)Nc3cccc4ccccc34)cc2C1=O ?
BioA inh: 1.8

What do the screens show for `CN(C)C(=O)C[C@H]1C[C@H]2c3cc(NC(=O)CC4CC4)ccc3O[C@H]2[C@H](CO)O1`?
BioA inh: -1.0

What do the screens show for `O=C(C[C@@H]1CC[C@@H]2[C@H](COC[C@H](O)CN2C(=O)c2cccnc2)O1)NCC1CC1`?
BioA inh: -1.1

How did COc1cccc(-c2ccc([C@H]3[C@H](CO)N4CCCCN(CC5CCOCC5)C[C@@H]34)cc2)c1 do in these assays?
BioA inh: 2.2

What do the screens show for `C[C@@H]1CCCCO[C@@H](CN(C)CC2CCCCC2)[C@H](C)CN([C@@H](C)CO)C(=O)c2cc(N(C)C)ccc2O1`?
BioA inh: 5.0

What do the screens show for `COc1ccc(S(=O)(=O)Nc2ccc3c(c2)C(=O)N([C@H](C)CO)C[C@H](C)[C@H](CN(C)S(=O)(=O)c2ccccc2)O3)cc1`?
BioA inh: 2.1

Results for CCS(=O)(=O)N1CCCCN2[C@H](CO)[C@@H](c3ccc(-c4ccc(C#N)cc4)cc3)[C@H]2C1 ?
BioA inh: -2.1

How did CO[C@H]1CN(C)C(=O)c2cc(NC(=O)NC(C)C)ccc2OC[C@@H](C)N(C(=O)CC2CC2)C[C@H]1C do in these assays?
BioA inh: 0.0

What do the screens show for `CCN(C[C@@H]1N[C@@H](CO)[C@@H]1c1ccc(C2=CCCC2)cc1)C(=O)c1ccncc1`?
BioA inh: -3.0

How did Cc1noc(C)c1NC(=O)N(C)C[C@H]1Oc2ccc(NC(=O)Nc3cccc4ccccc34)cc2CC(=O)N([C@@H](C)CO)C[C@H]1C do in these assays?
BioA inh: 1.3

Results for CO[C@@H]1CN(C)C(=O)c2cc(NC(C)=O)ccc2OC[C@@H](C)N(CC2CC2)C[C@H]1C ?
BioA inh: -2.1

Results for O=C(NC1CCCCC1)N[C@@H]1CC[C@@H](CC(=O)N2CCOCC2)O[C@H]1CO ?
BioA inh: -2.9

How did CN(C)C(=O)c1ccc(-c2ccc([C@@H]3[C@H](C#N)N(C(=O)C4CCC4)[C@H]3CO)cc2)cc1 do in these assays?
BioA inh: 1.1

Results for CC(C)NC(=O)N(C)C[C@@H]1Oc2ccc(NS(=O)(=O)c3ccc(Cl)cc3)cc2CC(=O)N([C@@H](C)CO)C[C@H]1C ?
BioA inh: -2.8

How did O=C(Nc1ccc2c(c1)[C@@H]1C[C@H](CC(=O)N3CCc4ccccc4C3)O[C@H](CO)[C@@H]1O2)c1cccnc1 do in these assays?
BioA inh: 33

What do the screens show for `C[C@H]1CN([C@@H](C)CO)C(=O)c2cccc(NC(=O)Nc3ccc(F)cc3)c2O[C@H]1CN(C)Cc1ccccc1`?
BioA inh: 0.2

What do the screens show for `COc1ccc(S(=O)(=O)Nc2ccc3c(c2)C(=O)N(C)C[C@H](OC)[C@H](C)CN[C@@H](C)CO3)cc1`?
BioA inh: -4.1

How did C[C@@H]1CN([C@H](C)CO)C(=O)Cc2cc(NC(=O)NC3CCCCC3)ccc2O[C@H]1CN(C)CC1CC1 do in these assays?
BioA inh: 3.0

Results for Cc1noc(C)c1S(=O)(=O)N(C)C[C@@H]1OCCCC[C@@H](C)Oc2ccc(NS(C)(=O)=O)cc2C(=O)N([C@H](C)CO)C[C@@H]1C ?
BioA inh: -5.5

What do the screens show for `C[C@@H]1CN([C@@H](C)CO)C(=O)c2cc(NS(=O)(=O)c3ccccc3)ccc2O[C@H]1CN(C)S(C)(=O)=O`?
BioA inh: -1.4

How did C[C@H](CO)N1C[C@H](C)[C@@H](CN(C)Cc2ccc(Oc3ccccc3)cc2)Oc2c(NC(=O)NC3CCCCC3)cccc2C1=O do in these assays?
BioA inh: -0.6

How did CO[C@H]1CN(C)C(=O)c2cc(NC(=O)c3ccccc3)ccc2OC[C@@H](C)NC[C@@H]1C do in these assays?
BioA inh: 0.7

Results for O=C(C[C@@H]1C[C@H]2c3cc(NC(=O)C4CCOCC4)ccc3O[C@H]2[C@@H](CO)O1)NCC(F)(F)F ?
BioA inh: -1.0

What do the screens show for `CO[C@H]1CN(C)C(=O)c2ccc(NC(=O)C3CC3)cc2OC[C@@H](C)N(Cc2ccc(F)cc2)C[C@@H]1C`?
BioA inh: 1.5

Results for COc1ccc(S(=O)(=O)Nc2cccc3c2O[C@@H](CN(C)Cc2ccc(-c4ccccc4)cc2)[C@H](C)CN([C@@H](C)CO)C3=O)cc1 ?
BioA inh: 0.4

What do the screens show for `CCCNC(=O)N(C)C[C@H]1Oc2ncc(C#CCc3ccccc3)cc2C(=O)N([C@H](C)CO)C[C@@H]1C`?
BioA inh: -3.9

What do the screens show for `CC(C)NC(=O)Nc1ccc2c(c1)C(=O)N([C@H](C)CO)C[C@@H](C)[C@H](CN(C)C(=O)Nc1ccc(C(F)(F)F)cc1)O2`?
BioA inh: 16

Results for C[C@H](CO)N1C[C@H](C)[C@@H](CN(C)C(=O)NC2CCCC2)Oc2ncc(-c3ccccc3)cc2C1=O ?
BioA inh: 0.9

What do the screens show for `C[C@@H]1CCCCO[C@@H](CN(C)C)[C@@H](C)CN([C@@H](C)CO)C(=O)c2cc(NS(=O)(=O)c3ccccc3)ccc2O1`?
BioA inh: -1.9

What do the screens show for `CCS(=O)(=O)N1CCCCN2[C@H](C1)[C@@H](c1ccc(-c3ccccc3C)cc1)[C@@H]2CO`?
BioA inh: -3.9

Results for C[C@@H](NC(=O)[C@H]1[C@H](CO)[C@H]2Cn3c(ccc(-c4cccnc4)c3=O)[C@@H]1N2C)c1ccccc1 ?
BioA inh: -1.1

What do the screens show for `C[C@H](CO)N1C[C@H](C)[C@@H](CN(C)Cc2ccncc2)Oc2ccc(NC(=O)Cc3ccccc3)cc2CC1=O`?
BioA inh: -1.2

Results for C[C@@H]1CN([C@H](C)CO)C(=O)c2cc(NC(=O)CCC(F)(F)F)ccc2O[C@@H](C)CCCCO[C@H]1CN(C)Cc1ccc(C(=O)O)cc1 ?
BioA inh: 1.3

Results for Cc1noc(C)c1NC(=O)N(C)C[C@H]1Oc2cc(C#CCC3CCCC3)ccc2S(=O)(=O)N([C@H](C)CO)C[C@@H]1C ?
BioA inh: -1.8

How did COc1ccc(NC(=O)N(C)C[C@H]2Oc3ccc(NC(=O)Cc4ccccc4)cc3C(=O)N([C@@H](C)CO)C[C@@H]2C)cc1 do in these assays?
BioA inh: 0.2

How did O=C(NCC[C@@H]1CC[C@@H](NC(=O)C2CCC2)[C@@H](CO)O1)Nc1ccc(Cl)cc1 do in these assays?
BioA inh: -1.1

How did COCC(=O)N1[C@@H](CO)[C@@H]2c3ccccc3N(C(=O)c3cccc(OC)c3)C[C@@H]21 do in these assays?
BioA inh: -5.2

What do the screens show for `C[C@H]1CCCCO[C@@H](CN(C)Cc2ccc(C(F)(F)F)cc2)[C@@H](C)CN([C@@H](C)CO)C(=O)c2cc(NS(=O)(=O)c3ccc(F)cc3)ccc2O1`?
BioA inh: -1.2

How did Cc1noc(C)c1S(=O)(=O)N(C)C[C@H]1Oc2ccc(NS(C)(=O)=O)cc2C(=O)N([C@H](C)CO)C[C@H]1C do in these assays?
BioA inh: -0.1

How did CNC[C@@H]1OCCCC[C@@H](C)Oc2ccc(NS(=O)(=O)c3ccc(C)cc3)cc2C(=O)N([C@@H](C)CO)C[C@@H]1C do in these assays?
BioA inh: -2.1

Reprinted at random: 2 records from the list
How did COCC(=O)N1[C@@H](CO)[C@@H]2c3ccccc3N(C(=O)c3cccc(OC)c3)C[C@@H]21 do in these assays?
BioA inh: -5.2

How did Cc1noc(C)c1S(=O)(=O)N(C)C[C@H]1Oc2ccc(NS(C)(=O)=O)cc2C(=O)N([C@H](C)CO)C[C@H]1C do in these assays?
BioA inh: -0.1

Copied from the results shown, 6 compounds:
What do the screens show for `C[C@H](CO)N1C[C@H](C)[C@@H](CN(C)Cc2ccncc2)Oc2ccc(NC(=O)Cc3ccccc3)cc2CC1=O`?
BioA inh: -1.2

Results for C[C@@H]1CN([C@H](C)CO)C(=O)c2cc(NC(=O)CCC(F)(F)F)ccc2O[C@@H](C)CCCCO[C@H]1CN(C)Cc1ccc(C(=O)O)cc1 ?
BioA inh: 1.3

Results for Cc1noc(C)c1NC(=O)N(C)C[C@H]1Oc2cc(C#CCC3CCCC3)ccc2S(=O)(=O)N([C@H](C)CO)C[C@@H]1C ?
BioA inh: -1.8

How did COc1ccc(NC(=O)N(C)C[C@H]2Oc3ccc(NC(=O)Cc4ccccc4)cc3C(=O)N([C@@H](C)CO)C[C@@H]2C)cc1 do in these assays?
BioA inh: 0.2

How did O=C(NCC[C@@H]1CC[C@@H](NC(=O)C2CCC2)[C@@H](CO)O1)Nc1ccc(Cl)cc1 do in these assays?
BioA inh: -1.1

How did COCC(=O)N1[C@@H](CO)[C@@H]2c3ccccc3N(C(=O)c3cccc(OC)c3)C[C@@H]21 do in these assays?
BioA inh: -5.2
